# INS-1E ATP HTS: preserves ATP levels in cytokine-treated INS-1E cells; INS-1E cytokine-induced death, ATP luminescence, 48 h; normalised: neutral wells 0, positive control 100; protection from cytokine-induced ATP loss, % at 10 µM; hit rate 0.1% among 20,000; AID 488910;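 active = mean replicate protection from cytokine-induced ATP loss at least 50% and at least 75% of replicates each reaching 50%; inconclusive = meets only one of the two criteria, mean or replicate share; inactive = fails both the mean and replicate share criteria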
#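 Assay system: INS-1E rat cells / Quantity: 8000 cells per well / Medium: RPMI without phenol red, 5% FBS / Probe or stimulus: three-cytokine cocktail (IFN-γ, TNF-α, IL-1β) / Dosing: one compound concentration, pin transfer / Timing: 48 h co-treatment, 10 min post-lysis read / Technique: CellTiter-Glo luminescence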
# T cruzi intra: intracellular Trypanosoma cruzi inhibition | AID 651903 | intracellular Trypanosoma cruzi in host cells, plate reader | hit rate 4.9% among 22,000 | activity score (inhibition), % at 5.01 µM; in the data active = activity score above about 55%; inconclusive = no clear call, values can overlap the other calls;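 note: parasites and compound incubated about four days before reading; 0% = median of neutral control wells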
# * = called active by the depositor; ? = inconclusive; nt = not tested or not shown.
structure | INS-1E ATP HTS | T cruzi intra
Cc1noc(C)c1NC(=O)N(C)C[C@@H]1Oc2ccc(NC(=O)Cn3cnnn3)cc2CC(=O)N([C@H](C)CO)C[C@@H]1C | 6.2 | -35.0
C[C@H]1CN([C@@H](C)CO)C(=O)c2cc(NS(=O)(=O)c3cccs3)ccc2O[C@H]1CN(C)Cc1ccncc1 | 8.8 | -19.2
CC(C)NC(=O)N(C)C[C@H]1Oc2ccc(NC(=O)Cc3ccccc3)cc2CC(=O)N([C@@H](C)CO)C[C@H]1C | 10.7 | -8.8
CC(C)NC(=O)Nc1cccc2c1O[C@@H](CN(C)Cc1ccc(C(F)(F)F)cc1)[C@H](C)CN([C@@H](C)CO)C2=O | 0.2 | 0.6
COc1ccc(S(=O)(=O)Nc2ccc3c(c2)C(=O)N([C@H](C)CO)C[C@@H](C)[C@@H](CN(C)C(=O)NC2CCCCC2)O3)cc1 | 8.0 | 7.1
Cc1ccc(S(=O)(=O)Nc2cccc3c2O[C@@H](CN(C)Cc2ccc(-c4ccccc4)cc2)[C@H](C)CN([C@H](C)CO)C3=O)cc1 | -8.3 | 24.5
C[C@H](CO)N1C[C@H](C)[C@@H](CN(C)Cc2ccc(C(F)(F)F)cc2)Oc2ccc(NC(=O)CCN3CCOCC3)cc2C1=O | 3.4 | 9.4
CNC[C@@H]1Oc2ccc(NC(=O)Nc3ccccc3)cc2C(=O)N([C@@H](C)CO)C[C@H]1C | 3.6 | -18.7
Cc1noc(C)c1NC(=O)Nc1cccc2c1O[C@H](CN(C)Cc1ccc(C(=O)O)cc1)[C@@H](C)CN([C@@H](C)CO)C2=O | 7.5 | -7.0
Cc1ccc(S(=O)(=O)Nc2ccc3c(c2)CC(=O)N([C@H](C)CO)C[C@@H](C)[C@@H](CN(C)Cc2ccc(C(=O)Nc4ccccc4N)cc2)O3)cc1 | -5.9 | 59.7*
C[C@@H]1CN([C@@H](C)CO)C(=O)c2cc(NS(=O)(=O)c3ccc(F)cc3)ccc2O[C@H]1CN(C)Cc1ccc(C(=O)O)cc1 | 7.2 | -10.9
C[C@H](CO)N1C[C@H](C)[C@H](CN(C)S(=O)(=O)c2ccccc2)Oc2ccc(N(C)C)cc2C1=O | -0.4 | 1.5
C[C@@H]1CN([C@H](C)CO)C(=O)Cc2cc(NC(=O)C3CCCCC3)ccc2O[C@@H]1CN(C)Cc1ccc(Oc2ccccc2)cc1 | -106.8 | 13.8
CC1(C)[C@H]2CC=C(/C=N\NC(=O)CCCCCC(=O)O)[C@@H]1C2 | 0.6 | -9.8
COc1ccc(CN(C)C[C@@H]2Oc3ccc(NC(=O)Nc4ccc(OC)cc4)cc3C(=O)N([C@H](C)CO)C[C@@H]2C)cc1 | -7.7 | 17.6
COc1ccc(NC(=O)Nc2ccc3c(c2)CC(=O)N([C@H](C)CO)C[C@H](C)[C@H](CN(C)Cc2ccc(C(=O)O)cc2)O3)cc1 | 10.5 | -21.6
Cc1ccc(S(=O)(=O)N(C)C[C@@H]2Oc3ncc(C#Cc4cccc(F)c4)cc3C(=O)N([C@H](C)CO)C[C@@H]2C)cc1 | nt | ?
COc1ccc(NC(=O)Nc2ccc3c(c2)CC(=O)N([C@@H](C)CO)C[C@H](C)[C@H](CN(C)Cc2ccncc2)O3)cc1 | 7.0 | -2.4
C[C@H]1CN([C@@H](C)CO)C(=O)c2cccc(NS(=O)(=O)c3ccccc3)c2O[C@@H]1CN(C)C(=O)Nc1ccc2c(c1)OCO2 | 0.9 | -39.3
C[C@H]1CN([C@@H](C)CO)C(=O)Cc2cc(NC(=O)C3CC3)ccc2O[C@@H]1CN(C)C(=O)Nc1ccc(C(F)(F)F)cc1 | -1.6 | -7.8
C[C@@H]1CN([C@@H](C)CO)C(=O)c2cc(NC(=O)Nc3ccc4c(c3)OCO4)ccc2O[C@H]1CN(C)C(=O)Nc1ccc(C(F)(F)F)cc1 | 0.7 | -12.3
COc1ccc(NC(=O)Nc2ccc3c(c2)C(=O)N([C@H](C)CO)C[C@@H](C)[C@H](CN(C)Cc2ccc(C(F)(F)F)cc2)O3)cc1 | -6.4 | -13.8
Cc1noc(C)c1S(=O)(=O)Nc1ccc2c(c1)CC(=O)N([C@@H](C)CO)C[C@H](C)[C@@H](CN(C)S(=O)(=O)c1cn(C)cn1)O2 | 19.9 | -51.2
CC(C)NC(=O)N(C)C[C@H]1Oc2ccc(NC(=O)Nc3ccc4c(c3)OCO4)cc2C(=O)N([C@@H](C)CO)C[C@H]1C | 6.7 | -11.8
COc1ccc(S(=O)(=O)N(C)C[C@H]2Oc3ccc(NC(=O)Cn4cnnn4)cc3CC(=O)N([C@H](C)CO)C[C@H]2C)cc1 | 0.0 | -4.9

# Later entries.
structure | INS-1E ATP HTS | T cruzi intra
C[C@@H]1CN([C@H](C)CO)C(=O)Cc2cc(NS(=O)(=O)c3cn(C)cn3)ccc2O[C@@H]1CN(C)CC1CC1 | 4.2 | -2.9
C[C@H](CO)N1C[C@H](C)[C@H](CN(C)C(=O)Nc2cccc3ccccc23)Oc2ccc(NC(=O)Nc3ccc(C(F)(F)F)cc3)cc2CC1=O | -1.7 | -11.4
Cc1noc(C)c1NC(=O)Nc1ccc2c(c1)C(=O)N([C@@H](C)CO)C[C@H](C)[C@H](CN(C)CC1CCCCC1)O2 | -2.6 | 7.2
C[C@@H]1CN([C@@H](C)CO)C(=O)c2cccc(N(C)C)c2O[C@@H]1CN(C)Cc1ccc(Oc2ccccc2)cc1 | -33.5 | 45.5
C[C@H]1CN([C@@H](C)CO)C(=O)Cc2cc(NS(=O)(=O)c3ccccc3)ccc2O[C@@H]1CN(C)S(=O)(=O)c1ccc(F)cc1 | 7.6 | 2.2
C[C@H](CO)N1C[C@H](C)[C@@H](CN(C)C(=O)Nc2ccc(C(F)(F)F)cc2)Oc2ccc(NC(=O)CCN3CCOCC3)cc2C1=O | 1.2 | -2.2
C[C@H](CO)N1C[C@H](C)[C@H](CN(C)S(=O)(=O)c2ccc(F)cc2)Oc2ccc(NC(=O)CCN3CCOCC3)cc2CC1=O | 4.6 | 11.1
COc1ccc(S(=O)(=O)N(C)C[C@@H]2Oc3ccc(NC(=O)CCCCCC(=O)Nc4ccccc4N)cc3CC(=O)N([C@@H](C)CO)C[C@@H]2C)cc1 | 6.5 | 2.7
C[C@@H]1CN([C@H](C)CO)C(=O)c2cc(NC(=O)CCN3CCOCC3)ccc2O[C@H]1CN(C)Cc1ccccc1 | 4.5 | 6.2
C[C@@H]1CN([C@@H](C)CO)C(=O)c2cccc(NC(=O)NC3CCCCC3)c2O[C@@H]1CN(C)Cc1ccc(C(=O)O)cc1 | 9.9 | -3.2
C[C@@H]1CN([C@H](C)CO)C(=O)CCCn2cc(nn2)CO[C@H]1CN(C)Cc1ccccc1 | nt | -16.5
C[C@@H]1CN([C@H](C)CO)C(=O)Cc2cc(NS(C)(=O)=O)ccc2O[C@H]1CN(C)C(=O)Nc1ccc(C(F)(F)F)cc1 | -0.6 | -15.7
CC(C)NC(=O)N(C)C[C@@H]1OCc2cn(nn2)CCCC(=O)N([C@@H](C)CO)C[C@@H]1C | nt | -24.6
C[C@@H]1CN([C@@H](C)CO)C(=O)c2cccc(NC(=O)Nc3ccc(F)cc3)c2O[C@@H]1CN(C)S(C)(=O)=O | 1.5 | -27.1
C[C@@H]1CN([C@H](C)CO)C(=O)Cc2cc(N(C)C)ccc2O[C@@H]1CN(C)C(=O)Nc1cccc2ccccc12 | 0.3 | 3.7
C[C@H](CO)N1C[C@H](C)[C@H](CN(C)Cc2ccncc2)Oc2c(NC(=O)NC3CCCCC3)cccc2C1=O | 15.6 | -2.4
COc1cccc(S(=O)(=O)N(C)C[C@@H]2Oc3ncc(Br)cc3C(=O)N([C@H](C)CO)C[C@@H]2C)c1 | nt | 8.3
C[C@@H]1CN([C@H](C)CO)C(=O)c2cc(NC(=O)Cc3ccccc3)ccc2O[C@@H]1CN(C)C(=O)Nc1ccc(F)cc1 | 6.0 | -3.3
CC(C)NC(=O)N(C)C[C@@H]1Oc2c(NS(=O)(=O)c3cccs3)cccc2C(=O)N([C@@H](C)CO)C[C@H]1C | 8.4 | -30.4
C[C@@H]1CN([C@H](C)CO)C(=O)c2cc(NC(=O)CCCN(C)C)ccc2O[C@H]1CN(C)S(=O)(=O)c1cccs1 | nt | -15.7
COc1ccc(NC(=O)N(C)C[C@H]2Oc3c(NS(=O)(=O)c4ccc(C)cc4)cccc3C(=O)N([C@@H](C)CO)C[C@H]2C)cc1 | 7.3 | -47.5
COc1ccc(NC(=O)Nc2ccc3c(c2)C(=O)N([C@H](C)CO)C[C@H](C)[C@H](CN(C)S(=O)(=O)c2ccc(F)cc2)O3)cc1 | -0.8 | 6.3
Cc1ccc(S(=O)(=O)Nc2ccc3c(c2)C(=O)N([C@H](C)CO)C[C@H](C)[C@@H](CN(C)CC2CCCCC2)O3)cc1 | -1.5 | 3.3
C[C@H]1CN([C@@H](C)CO)C(=O)c2cccc(NC(=O)C3CCOCC3)c2O[C@H]1CN(C)C(=O)Nc1ccc2c(c1)OCO2 | 6.8 | -14.7
CC(C)NC(=O)Nc1cccc2c1O[C@H](CN(C)S(=O)(=O)c1ccc(Cl)cc1)[C@@H](C)CN([C@@H](C)CO)C2=O | 8.1 | 5.2

# In a second layout: 4 of the compounds above.
C[C@@H]1CN([C@H](C)CO)C(=O)Cc2cc(NS(C)(=O)=O)ccc2O[C@H]1CN(C)C(=O)Nc1ccc(C(F)(F)F)cc1
  INS-1E ATP HTS: -0.6; T cruzi intra: -15.7
CC(C)NC(=O)N(C)C[C@@H]1OCc2cn(nn2)CCCC(=O)N([C@@H](C)CO)C[C@@H]1C
  INS-1E ATP HTS: nt; T cruzi intra: -24.6
C[C@@H]1CN([C@@H](C)CO)C(=O)c2cccc(NC(=O)Nc3ccc(F)cc3)c2O[C@@H]1CN(C)S(C)(=O)=O
  INS-1E ATP HTS: 1.5; T cruzi intra: -27.1
C[C@@H]1CN([C@H](C)CO)C(=O)Cc2cc(N(C)C)ccc2O[C@@H]1CN(C)C(=O)Nc1cccc2ccccc12
  INS-1E ATP HTS: 0.3; T cruzi intra: 3.7

# Next entries
structure | INS-1E ATP HTS | T cruzi intra
COc1ccc(S(=O)(=O)Nc2ccc3c(c2)C(=O)N([C@@H](C)CO)C[C@@H](C)[C@@H](CN(C)C(=O)Nc2c(C)noc2C)O3)cc1 | 1.4 | -17.2
COc1ccc(NC(=O)Nc2ccc3c(c2)CC(=O)N([C@H](C)CO)C[C@@H](C)[C@H](CN(C)Cc2ccc(-c4ccccc4)cc2)O3)cc1 | -32.9 | 27.1
Cc1noc(C)c1NC(=O)Nc1cccc2c1O[C@@H](CN(C)Cc1ccc(C(F)(F)F)cc1)[C@@H](C)CN([C@H](C)CO)C2=O | -3.6 | -8.4
C[C@@H]1CN([C@H](C)CO)C(=O)c2cc(NC(=O)C3CC3)ccc2O[C@H]1CN(C)Cc1ccc(Oc2ccccc2)cc1 | 2.8 | -10.4
COc1ccc(NC(=O)Nc2ccc3c(c2)C(=O)N([C@H](C)CO)C[C@H](C)[C@H](CN(C)S(=O)(=O)c2ccc(C)cc2)OCCCC[C@@H](C)O3)cc1 | -9.8 | 2.8
Cc1noc(C)c1S(=O)(=O)N(C)C[C@H]1Oc2ccc(NS(=O)(=O)c3ccccc3)cc2C(=O)N([C@@H](C)CO)C[C@H]1C | -5.7 | -5.9
C[C@H](CO)N1C[C@H](C)[C@H](CN(C)Cc2ccc(-c3ccccc3)cc2)Oc2ccc(NS(=O)(=O)c3cccs3)cc2C1=O | -3.2 | 16.7
COc1ccc(CN(C)C[C@H]2Oc3c(NC(=O)Nc4ccc(OC)cc4)cccc3C(=O)N([C@H](C)CO)C[C@@H]2C)cc1 | -8.3 | 0.2
CC1(C)COC(CCC/C=N/NC(=O)CCCCCCC(=O)Nc2ccccc2O)OC1 | -6.8 | -3.1
C[C@@H]1CN([C@H](C)CO)C(=O)Cc2cc(NC(=O)CCC(F)(F)F)ccc2O[C@@H]1CN(C)C | 9.5 | -22.7
C[C@H]1CN([C@@H](C)CO)C(=O)c2cc(NC(=O)CCCN(C)C)ccc2O[C@H]1CN(C)C(=O)NC1CCCCC1 | 4.9 | -5.3
COc1ccc(S(=O)(=O)N(C)C[C@@H]2Oc3ccc(NC(=O)c4ccncc4)cc3C(=O)N([C@@H](C)CO)C[C@@H]2C)cc1 | nt | 1.2
C[C@H](CO)N1C[C@H](C)[C@H](CN(C)S(=O)(=O)c2ccccc2)Oc2ccc(NC(=O)CCN3CCOCC3)cc2CC1=O | -0.7 | -4.7
C[C@H]1CN([C@@H](C)CO)C(=O)c2cccc(NC(=O)NC3CCCCC3)c2O[C@@H]1CN(C)CC1CC1 | 1.8 | 10.3
C[C@@H]1CCCCO[C@H](CN(C)Cc2ccc(C(=O)O)cc2)[C@@H](C)CN([C@H](C)CO)C(=O)c2cc(NC(=O)c3ccncc3)ccc2O1 | -1.1 | -22.4
C[C@H](CO)N1C[C@H](C)[C@@H](CN(C)S(=O)(=O)c2cccs2)Oc2ccc(NC(=O)CCCN(C)C)cc2C1=O | 5.5 | -6.5
Cc1cc(C(=O)Nc2cccc3c2O[C@@H](CN(C)CC2CCCCC2)[C@H](C)CN([C@@H](C)CO)C3=O)n(C)n1 | 1.7 | 3.2
C[C@H]1CN([C@@H](C)CO)C(=O)c2cccc(NC(=O)c3ccc(-c4nccs4)cc3)c2O[C@H]1CN(C)S(=O)(=O)c1ccccc1 | -11.0 | 12.5
O=C(CCCCCC(=O)Nc1ccccc1O)N/N=C/c1cc(F)ccc1O | 15.9 | 23.7
CC(C)NC(=O)Nc1ccc2c(c1)C(=O)N([C@H](C)CO)C[C@H](C)[C@@H](CN(C)Cc1ccc(Cl)c(Cl)c1)OCCCC[C@@H](C)O2 | -8.4 | -21.8
C[C@H](CO)N1C[C@H](C)[C@H](CN(C)CC2CC2)Oc2ccc(NC(=O)c3ccncc3)cc2C1=O | 5.3 | -9.8

# High-throughput results: PubChem, Broad Institute
